12-LOX inh – ALOX12 (human) lipoxygenase inhibition. Potency, µM (top dose mostly 108 µM), for the others: top-dose activity change, negative = inhibition, hits mostly inhibitors. 580,000 compounds, 1.1% hits. purified 12hLO, xylenol orange hydroperoxide absorbance. AID 1671190; active = well fitted inhibition curve with a large enough effect; inconclusive = small, poorly fitted or top-dose-only effect, or another doubt; inactive = no such curve, though single readings can be large or run the other way
Target sequence (P18054 whole entry, looked up): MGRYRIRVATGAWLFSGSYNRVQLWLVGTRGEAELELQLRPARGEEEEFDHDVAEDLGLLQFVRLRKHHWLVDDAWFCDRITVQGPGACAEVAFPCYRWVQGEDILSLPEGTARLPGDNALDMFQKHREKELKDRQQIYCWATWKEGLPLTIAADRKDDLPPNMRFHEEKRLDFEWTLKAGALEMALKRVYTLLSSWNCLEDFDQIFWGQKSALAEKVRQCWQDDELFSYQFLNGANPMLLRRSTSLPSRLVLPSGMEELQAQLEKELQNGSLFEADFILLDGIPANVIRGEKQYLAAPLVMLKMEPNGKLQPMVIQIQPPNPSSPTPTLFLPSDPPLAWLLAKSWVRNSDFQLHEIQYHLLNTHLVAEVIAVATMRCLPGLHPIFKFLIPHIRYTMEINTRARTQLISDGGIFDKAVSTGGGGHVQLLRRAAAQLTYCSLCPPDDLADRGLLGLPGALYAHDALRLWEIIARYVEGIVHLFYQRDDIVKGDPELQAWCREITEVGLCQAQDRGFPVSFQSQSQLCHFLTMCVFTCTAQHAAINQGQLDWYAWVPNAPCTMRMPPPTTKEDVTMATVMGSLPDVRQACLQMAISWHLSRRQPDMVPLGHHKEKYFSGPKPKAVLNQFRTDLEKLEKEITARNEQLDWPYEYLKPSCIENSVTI
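Purified human 12hLO at 150 nM in 25 mM Hepes, 0.01% Triton X-100, pH 7.0, preincubated 15 min at room temperature with compound. Reaction started with 40 uM arachidonic acid, 30 min at room temperature. Hydroperoxide measured by Fe-xylenol orange, 573/405 nm absorbance ratio.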
Numbers without * were called inactive; u = inconclusive; & = joins results of further samples; [ ] = remark or other dose. % is scaled to controls: 0 for no effect and ±100 for the full control effect; potency is read from the fitted curve at half-maximal effect. Some of the compounds tested; count on the stated rates, not on these rows.

SMILES	12-LOX inh
O=C(Nc1cc(Cl)ccc1F)c1cccc2ccccc12	-8%
FC(F)(F)c1ccc(-c2cccc3c2C2CC3CCN2Cc2ccc3c(c2)OCO3)cc1 (stereo not given)	-7%
O=C(Oc1ccc2cc(-c3ccccc3)c(=O)oc2c1)c1ccco1	-9%
CC(=O)NC1(C)CN(Cc2ccc(-c3ccc4c(ccn4C)c3)s2)C1	-9%[176 µM]
O=C(OCc1cc(=O)oc2cc(O)ccc12)c1ccc(N2CCOCC2)nc1	u
COCCNS(=O)(=O)c1cc(C(=O)O)cc(-c2ccncc2)c1	12%
CCc1cccc(C)c1NC(=O)CCc1ncc(-c2ccccc2F)o1	6%
Cc1cc(N2CCCN(C(=O)Nc3nncs3)CC2)ccn1	24%
COc1cccc(CN(C)Cc2cccn2C)c1	-8%[176 µM]
CCCCCCCCN1CC(Cc2cc3ccccc3c3ccccc23)N(c2ccccc2)c2ccccc2C1=O (stereo not given)	u
Cc1ccccc1-c1nc(NC(C)C)nc2ccsc12	u
CCOc1ccccc1C(=O)NC1CC(c2nnc(CN(C)C)n2C)C1 (stereo not given)	18%
Cc1ccc(C)c(C(=O)N2C[C@@H](CO)[C@H](c3ccncc3)C2)c1	33%
CCCc1nnc(NC(=O)c2cc(-c3ccc(OC)cc3)on2)s1	4%
O=C(CSCc1coc(-c2ccc(Cl)cc2)n1)NCCc1ccccc1	-10%
Cc1ncc(CO)c(CN2CCC3(CC2)Cc2ccccc2CNC3=O)c1O	3%[6.33 µM]
COCCn1c(C)cnc1CCNC(=O)c1ccc(OC)nc1OC	52%[activator]
CCCNC(=O)CN1CN(c2ccccc2)C2(CCN(C(=O)Nc3ccc(CC)cc3)CC2)C1=O	16%
COc1cc(OC)cc(N2C(=O)[C@@H]3C[C@@H](NC(=O)NC(C)C)CCN3C2=O)c1	25%[176 µM]
CCn1cnnc1CC1CCN(C(=O)c2cc(-c3ccc(C)c(C)c3)nc3ccccc23)CC1	53%[activator]
CN(C(=O)COC(=O)c1cccc(S(=O)(=O)N2CCCCCC2)c1)c1ccccc1	14%
CCc1ccc(NC(=O)Cc2nc(-c3[nH]c(C)c(C(=O)OC)c3C)cs2)cc1	u
O=C(C[C@@H]1O[C@H](CNC(=O)c2cccc(F)c2)[C@@H](O)[C@H]1O)NC1CC1	u
O=C1OC[C@@H]2CCNCc3ccccc3N12	3%[176 µM]
CC(=O)N1CCCN(C(=O)c2ccc3c(c2)NC(C)(COc2cccnc2)CO3)CC1 (stereo not given)	-2%[176 µM]
O=C(Nc1ccc(SC(F)F)cc1)c1n[nH]c(=O)c2ccccc12	17%
CCN(Cc1ccccc1)C(=O)C(=O)c1c(C)n(C)c2ccccc12	u
CCCOc1ccccc1C(N)C(=O)OCC (stereo not given)	-79%
CC(C)c1ccc(NC(=O)CSc2cnc3cc(S(=O)(=O)N4CCCCC4)ccc3n2)cc1	-8%
CCOC(=O)c1ccc(NC(=O)CSc2nc(CCSC)c(C)[nH]2)cc1	4%

4 of the compounds above, field by field:
CN(C(=O)COC(=O)c1cccc(S(=O)(=O)N2CCCCCC2)c1)c1ccccc1
  12-LOX inh = 14%
CCc1ccc(NC(=O)Cc2nc(-c3[nH]c(C)c(C(=O)OC)c3C)cs2)cc1
  12-LOX inh = u
O=C(C[C@@H]1O[C@H](CNC(=O)c2cccc(F)c2)[C@@H](O)[C@H]1O)NC1CC1
  12-LOX inh = u
O=C1OC[C@@H]2CCNCc3ccccc3N12
  12-LOX inh = 3%[176 µM]

New compounds follow:
SMILES	12-LOX inh
O=C(Cc1c[nH]c2ccccc12)NCCc1ccc(Cl)cc1	u
Cc1cc(C(C)(C)C)ccc1OC(=O)c1ccc(C#N)cc1	5%
COc1ccc(/C=C(/C#N)C(=O)Nc2cccc3ncccc23)cc1OC	16µM*
CCn1cc(S(=O)(=O)N2CC[C@@H]3COCCN(C)[C@@H]3C2)cn1	17%
COc1cccc(NC(=O)O[C@@H]2CO[C@H]3[C@@H]2OC[C@@H]3Nc2nccc(-c3ccc4c(c3)OCO4)n2)c1	-20%
COc1cccc(CSC2=NS(=O)(=O)c3ccccc3N2Cc2ccccc2)c1	31%
Cc1cc(NC(=O)CS(=O)c2cn(Cc3cccc(Cl)c3)c3ccccc23)no1 (stereo not given)	-15%
COc1cccc(-c2cnc(C(O)c3ccc(F)cc3)[nH]2)c1 (stereo not given)	-5%
Cc1ccc(-c2nnc(CCC(=O)N3CCc4sccc4C3)o2)cc1	27%
O=C(Nc1ccccc1Cl)OCC#CCOC(=O)Nc1ccccc1Cl	10%

Part of the list above, set out differently:
Molecule | 12-LOX inh
COc1cccc(CSC2=NS(=O)(=O)c3ccccc3N2Cc2ccccc2)c1 | 31%
Cc1cc(NC(=O)CS(=O)c2cn(Cc3cccc(Cl)c3)c3ccccc23)no1 (stereo not given) | -15%
COc1cccc(-c2cnc(C(O)c3ccc(F)cc3)[nH]2)c1 (stereo not given) | -5%

Further records
SMILES	12-LOX inh
COC(=O)c1ccc(C2Sc3ccccc3NC3=C2C(=O)c2ccccc23)cc1 (stereo not given)	u
C[C@@H]1CN([C@@H](C)CO)C(=O)CCCn2cc(nn2)CO[C@H]1CN(C)S(=O)(=O)c1ccccc1C#N	-14%
CC(=O)N1C[C@H](NC(=O)c2cc3c(n(C)c2=O)CCCC3)[C@@H](C2CC2)C1	17%
Fc1cccc(CN2CCC(Cc3nc(-c4ccccc4)n[nH]3)C2)c1 (stereo not given)	57%[activator]
CCOc1cc(=O)n2c(c1C(=O)Nc1ccc(OC)cc1C)CCCC2	33%[activator]
COCc1nc(CCNC(=O)c2c3c(nc4ccccc24)CCCC3)no1	51%[activator]
Cc1ccc(S(=O)(=O)Nc2ccccn2)c(C)c1	-2%
O=C(NCCO)c1cc2ccccc2[nH]1	-4%
O=C(/C=C/c1ccccc1O)c1ccc(Cl)cc1Cl	40µM*
O=C(NCc1ccccc1)c1cc(C2CCCCN2S(=O)(=O)c2cccc3cccnc23)on1 (stereo not given)	-1%
O=C(OCCF)N1CCC(Oc2cnc3c(ccn3-c3cncnc3)c2)CC1	-2%[176 µM]
CN(C)S(=O)(=O)N1CC[C@H]2C(=O)NCCCCCCN(Cc3ccncc3)[C@@H]2C1	0%
COc1cccc(-c2ccc(F)c(C(N)=O)c2)c1OC	21%
COc1ccc(C[C@H](N)C(=O)NCc2c(C)ncc3c2CCNC3)cc1	u
CNC(=O)c1ccc(NC(=O)Cc2ccc(OC)cc2)cc1	-4%
O=C(NC1CCS(=O)(=O)C1)c1cc2sccc2n1Cc1ccc(Cl)cc1 (stereo not given)	-28%
CCc1nc2cc(N3CCCC(C(=O)NCc4ccccn4)C3)cnc2nc1CC (stereo not given)	37%[activator]
CCc1nnc2sc(-c3ccc(OC)c(NC(=O)C(C)(C)C)c3)nn12	-7%
Cc1ccc(C(=O)c2sc(Nc3cc(C)cc(C)c3)nc2N)cc1	-15%
CCC(=O)N[C@H]1C=C[C@H](CC(=O)OC)O[C@@H]1CO	u
COc1cccc(CNC(=O)[C@@H]2C[C@@H](O)CN2C2CCN(C(=O)CC(C)C)CC2)c1	47%[activator]
CCCCc1c(C)[nH]n(-c2nc3ccccc3[nH]2)c1=O	52%
COc1ccc(S(=O)(=O)N(C)C[C@H]2OCc3cnnn3CCCC(=O)N([C@@H](C)CO)C[C@H]2C)cc1	-47%
CCN(CC)S(=O)(=O)c1cccc(C(=O)NC(c2ccc3c(c2)OCCO3)C(C)C)c1 (stereo not given)	-27%
CCOC(=O)C(CC(C)C)NC(C)=O (stereo not given)	u
CCOc1ccccc1C1NC(=O)N(CC(=O)N2CCN(c3ccccc3)CC2)C2=C1C(=O)OC2 (stereo not given)	12%
CN(Cc1ccccc1)C(=O)CC1CCCCN(Cc2ccccc2)C1=O (stereo not given)	u
CCC(NC(=O)Cn1cnc2sc(C)c(-c3ccccc3)c2c1=O)c1ccc(C)cc1 (stereo not given)	u
O=C(NCc1cccc(F)c1)C1CCCN(c2nc3ncccc3o2)C1 (stereo not given)	46%[176 µM]
C#CCNC(=O)C[C@H]1C[C@@]2(C(=O)OC)C(=C[C@H](COCc3ccccc3)O[C@@H]2C)N(CCC2=CCCCC2)C1=O	12%
Cc1ccccc1-c1cnc(C(O)c2ccc(Cl)c(F)c2)[nH]1 (stereo not given)	-17%
Cc1cc(=O)oc2cc(OCC(=O)NC3(C#N)CCCCC3)ccc12	-15%&-19%
CC(=O)Nc1ccc(S(=O)(=O)NCC(=O)OCC(=O)NCCc2ccccc2)cc1	1%
COc1cc(CNC(=O)c2cnn(-c3ncc4c(n3)-c3ccccc3CC4)c2C)cc(OC)c1OC	-19%
COc1ccc(-n2nnnc2SCn2nnc3ccccc3c2=O)cc1	-23%
Cc1noc2c(-c3cccc(O)c3)cc(-c3cccs3)nc12	u
COc1ccc(Nc2nc(N3CCN(Cc4ccccc4)CC3)nc3nccnc23)cc1	u
O=C(Cc1ccc(N(Cc2cccc(F)c2)C(=O)c2ccco2)cc1)NCc1ccco1	u
Cc1cc(C)c(C(=O)COC(=O)c2cccc(C)c2C)cc1C	-10%
COc1cc(F)ccc1-c1ccc(=O)n(CC(=O)N(C)C2CCS(=O)(=O)C2)n1 (stereo not given)	-9%
CC(C)c1noc(C(C)Sc2nc(-c3ccco3)nc3ccccc23)n1 (stereo not given)	u
COC(=O)C[C@H]1C[C@H]2c3cc(NC(=O)NC4CCCC4)ccc3O[C@H]2[C@@H](CO)O1	1%
C[C@H](CO)N1C[C@H](C)[C@H](CN(C)Cc2cccc(F)c2)Oc2ncc(C3=CCCC3)cc2C1=O	u
O=C1C(=O)N(CCN2CCOCC2)C(c2ccccc2Cl)/C1=C(\O)c1ccc(Cl)cc1 (stereo not given)	u
O=C(NC(C1CC1)C1CC1)C1CCCCC1	-8%
CCCNc1nc(-c2ccc3c(c2)CCCN3S(C)(=O)=O)cs1	u
COc1cccc(N2C(=O)NC(=NC3CCCCC3)C23CCCN(C(=O)c2ccccc2F)C3)c1 (stereo not given)	1%[6.33 µM]
O=C(c1scc2c1OCCO2)N1CCCC2(CCC(=O)N(C3CC3)C2)C1 (stereo not given)	20%
Cc1ccc(S(=O)(=O)NN=C2CC(C)(C)CC(=O)C2(C)C)cc1	-14%
CCOC(=O)c1cccc(NC(=O)N2CC[C@@H](CC(=O)NCCN(C)C)[C@@H](CC)C2)c1	27%[176 µM]

The results go on.
SMILES	12-LOX inh
O=C(Nc1cccc(F)c1)c1cnc2c(c1)N(C(=O)Cc1cccc(C(F)(F)F)c1)CCC2	17%
Cc1ccc(N2CCC(NC(=O)Cc3ccccc3Cl)C2=O)cc1 (stereo not given)	-12%
O=C(O)COCC(=O)N[C@H]1CCN2C(=O)c3cc(-c4ccccc4F)ccc3NC(=O)[C@H]12	13%
CC(C)CN1CCN(c2nc3c(c(=O)[nH]c(=O)n3C)n2CCc2ccccc2)CC1	-28%
COc1ccc(C2Cn3nnc(-c4noc(-c5ccc(C)cc5C)n4)c3CO2)cc1 (stereo not given)	25%
CC(NC(=O)c1ccco1)c1nc2ccccc2n1Cc1ccc(Br)cc1 (stereo not given)	-5%
CC(C)C1C(=O)N(Cc2cn(CCC3OCCO3)nn2)CCS(=O)(=O)N1Cc1ccc(-c2ccc(F)cc2Cl)cc1 (stereo not given)	1%
CS(=O)(=O)N1CCC(OC2CCN(C(=O)Nc3cccc(Cl)c3)CC2)CC1	12%
COc1ccc(CCN2CC(C(=O)NCCc3ncccc3C)CCC2=O)cc1 (stereo not given)	-10%
COc1ccccc1CN1CCN(C(=O)c2ccc(CCC(C)(C)O)cc2)CC1	41%[activator]
COc1ccc(-c2n[nH]c3c2CC(=O)N(Cc2ccccc2)C3)cc1OC	12%[176 µM]
CCCCCNC(=O)C(c1ccnc2ccccc12)n1c(=O)c(-c2ccccc2)nc2ccccc21 (stereo not given)	0%
CC(=O)N1CCC(C(=O)Nc2ccc(Cl)cc2F)CC1	-2%
Cc1cc(-c2cc3c(n(Cc4cccnc4)c2=O)CCN(C(=O)CCc2ccccc2)C3)ccc1F	11%
COCCn1c(CN2CCCCC2C)nc2c1c(=O)n(C)c(=O)n2C (stereo not given)	-18%
O=C(O)c1cc(-c2ccco2)nc2c(Cl)cccc12	u
Cc1ccc(F)cc1-c1cc(C(=O)NCc2cc(C(F)(F)F)cc(C(F)(F)F)c2)[nH]n1	-10%
COc1ccc(CNC(=O)C[C@@H]2C[C@H]3O[C@H](CNC4CCCC4)[C@@H](O)[C@H]3O2)cc1	u
CC(C)CN1C(=O)COC[C@@H]1[C@H](O)c1ccc(NC(=O)COc2ccccc2)cc1	34%[activator][176 µM]
CCCNC(=O)c1ccc(OC(C)C)cc1	u
CC[C@@H](NCCCn1cnc2c(SC)ncnc21)c1ccccc1	-8%
COc1ccc(-c2nc(C#N)c(N(C)CCC#N)o2)cc1	-11%

Five structures already listed, arranged by length of the SMILES, high to low:
SMILES	12-LOX inh
Cc1ccc(F)cc1-c1cc(C(=O)NCc2cc(C(F)(F)F)cc(C(F)(F)F)c2)[nH]n1	-10%
CCCCCNC(=O)C(c1ccnc2ccccc12)n1c(=O)c(-c2ccccc2)nc2ccccc21 (stereo not given)	0%
COc1ccc(-c2n[nH]c3c2CC(=O)N(Cc2ccccc2)C3)cc1OC	12%[176 µM]
COCCn1c(CN2CCCCC2C)nc2c1c(=O)n(C)c(=O)n2C (stereo not given)	-18%
O=C(O)c1cc(-c2ccco2)nc2c(Cl)cccc12	u

Source: PubChem BioAssay (National Center for Advancing Translational Sciences (NCATS))
